# GAA inh = inhibitors of human lysosomal alpha-glucosidase. hit rate 0.005% among 200,000. AID 1466. purified human GAA, 4-MU-alpha-glucoside fluorescence. Potency, µM (highest dose often 76.9 µM), without a hit: top-dose activity change, negative = inhibition, hits mostly inhibitors;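 note: plate controls were uninhibited enzyme wells for no effect and no-enzyme background for full effect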
#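 Compounds are titrated up to 77 uM against 4 nM human enzyme. Substrate 4-methylumbelliferyl-alpha-D-pyranoside (400 uM) reacts 20 min at room temperature in pH 5.0 buffer; liberated 4-methylumbelliferone is read at 440 nm.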
# aGlu spleen mod = lysosomal alpha-glucosidase (human) modulation; P10253; human spleen homogenate, 4-MU-alpha-glucoside fluorescence; Potency, µM (titrated, usually from 79.9 µM), for the others: at the top dose activity change, negative = inhibition, hits mostly inhibitors; hit rate 0.006% among 240,000; AID 2112;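 note: 0% = enzyme with vehicle and -100% = no enzyme basal signal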
#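 Human spleen homogenate (1 ug) incubated with compounds and 1 mM 4-methylumbelliferyl-alpha-D-glucopyranoside in pH 5.0 citrate/phosphate buffer, 37 C, 40 min. Stopped at pH 10; 4-MU fluorescence (Ex 365/Em 440 nm); AC50 by Hill fit.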
# RGS12 GoLoco inh = RGS12 GoLoco-Gai1 interaction inhibition. P63096. Gai1:RGS12 GoLoco peptide FP, rhodamine, 10 min. Potency, µM (titrated, usually from 61.6 µM), inactives show top-dose activity, negative = inhibition, actives largely listed as inhibitors. hit rate 0.44% among 230,000. AID 880; active = well fitted inhibition curve with a large enough effect, not every such curve was filed as active; inactive = no such curve, though single readings can be large or run the other way; note: % is set by controls: 0 for no effect and ±100 for the full control effect; nearly all actives have a fitted effect of over 30% in size; many of its hits are not listed in these tables
# Target sequence (P63096 whole entry, looked up): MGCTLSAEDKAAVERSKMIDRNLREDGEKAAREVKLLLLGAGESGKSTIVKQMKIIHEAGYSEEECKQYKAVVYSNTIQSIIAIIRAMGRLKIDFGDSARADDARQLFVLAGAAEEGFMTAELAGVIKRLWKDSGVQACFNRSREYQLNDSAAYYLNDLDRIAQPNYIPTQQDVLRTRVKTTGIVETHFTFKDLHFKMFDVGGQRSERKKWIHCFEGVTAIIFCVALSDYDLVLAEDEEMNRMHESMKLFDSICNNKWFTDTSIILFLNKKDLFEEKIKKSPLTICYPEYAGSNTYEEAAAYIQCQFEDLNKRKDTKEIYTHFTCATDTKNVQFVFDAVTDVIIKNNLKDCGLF
# GAA glycogen mod = GAA glycogen-cleavage inhibition or activation. recombinant GAA, glycogen substrate, Amplex Red glucose oxidase fluorescence. AID 2100. Potency, µM (top dose mostly 76.4 µM), for the others: at the top dose activity change, negative = inhibition, hits mostly inhibitors. P10253. hit rate 0.38% among 300,000;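 note: 0% = full enzyme reaction and -100% = no-enzyme basal signal; the screen sought inhibitors and activators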
#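 Recombinant human enzyme (4 nM); glycogen substrate; 37 C, 40 min, pH 5.0. Readout: coupled glucose oxidase/Amplex Red fluorescence.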
# IMPase Li cell = cell-permeable IMPase inhibitors with lithium potentiation; hit rate 0.35% among 210,000; CHO-M1 cells, IP1 TR-FRET (IP-One), carbachol + lithium; Potency, µM (top dose mostly 59.4 µM), inactives show top-dose activity, negative = IMPase inhibition, most hits filed as inhibitors; AID 1457;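 note: IP1 builds up when IMPase is blocked and the TR-FRET signal falls; plate controls were basal vehicle for no effect and high inhibitor control for full effect; nearly all actives have a fitted effect of over 50% in size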
#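 Concentration–response in CHO-M1 cells, lithium-potentiated; 30 min at 37C. IP1 detected by competitive TR-FRET after 10 min lysis at RT. Hill-fitted AC50.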
# HTT cytoprotect = cytoprotection in Huntington HTT-Q103 PC12 cell model. AID 1471. PC12 HTT-Q103 induced, cytoprotection, ATP luminescence, 40 h. Potency, µM (highest dose often 56.4 µM), without a hit: cytoprotection (ATP increase), actives largely listed as activators. hit rate 0.14% among 230,000;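 note: % of control where 0% means no effect; nearly all actives have a fitted effect of over 45% in size; toxic huntingtin expression switched on by the ecdysone agonist tebufenozide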
#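 Stable PC12 Q103-GFP cells in serum-supplemented, phenol red-free DMEM; induction by tebufenozide at 100 nM final; compound dose series; cell viability quantified luminescently from ATP.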
# HTT aggregate = mutant huntingtin aggregation inhibition; hit rate 1.1% among 220,000; PC12 HttQ103-GFP aggregates, Acumen cytometry, 40 h; Potency, µM (series often up to 46.1 µM), for inactives: at the top dose activity change, negative = inhibition, usual class: inhibitors; note: % is set by controls: 0 for no effect and ±100 for the full control effect; nearly all actives have a fitted effect of over 60% in size
#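 Steps: seed 1500 PC12 HTTQ103-GFP cells/well; add tebufenozide, 100 nM final; add compound titration; add ATPLite reagent; quantify GFP aggregates by laser scanning cytometry.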
# * marks the source's active call; other numbers are inactive results; ? = inconclusive; . = no result given; & = joins results of further samples; [ ] = remark or other dose. Unless noted, calls come from the whole dose curve; as a rule, active = well fitted curve in the direction sought with a large enough effect; inconclusive = small, poorly fitted or top-dose-only effect, or another doubt; inactive = no such curve, though single readings can be large; an effect the other way counts as inactive or inconclusive. Potency is the fitted concentration of half-maximal effect.
# Results follow in this order: GAA inh	aGlu spleen mod	RGS12 GoLoco inh	GAA glycogen mod	IMPase Li cell	HTT cytoprotect	HTT aggregate
1) CCOC(=O)COc1nc(N(C)C)nc(N(C)C)n1
  2%	-7%	.	8%	.	10%	-7%
2) CCCCCCCCCc1nc2sc3c(c2c(=O)n1NC(=O)c1ccccc1[N+](=O)[O-])CC(C)(C)OC3
  5%	-1%	-2%	-7%	14%	29%[10 µM]	-16%
3) Cn1c(=O)n(Cc2ccccc2F)c(=O)c2c1nc1n2CCCN1CCc1ccccc1
  -8%	1%	6%	-3%	9%[38.3 µM]	-18%[0.074 µM]	-12%
4) Cc1ccc(CN2CCN(Cc3cnn(-c4ccc(Cl)cc4)c3)CC2CCO)o1 (configuration not stated)
  6%	-13%	10%	-9%	10%	-4%[10 µM]	-9%[9.22 µM]
5) COc1ccc(C2C(C(N)=O)=C(C)Nc3nc(-c4cccc(Cl)c4)nn32)cc1OC (configuration not stated)
  -13%	0%	0%	-21%	19%[38.3 µM]	-17%	-8%
6) Cc1ccc2[nH]c(C)cc(=O)c2c1
  .	-4%[181 µM]	20%[136 µM]	.	0%	-32%[inhibitor][96.6 µM]	.
7) O=C(CSc1nnnn1Cc1ccccc1)c1ccc(F)cc1
  .	3%	1%	2%	.	5%[10 µM]	-6%[9.22 µM]
8) COC(=O)C1=CN(CC2CCCO2)C=C(C(=O)OC)C1c1ccccc1C(F)(F)F (configuration not stated)
  ?	11%	-4%	-8%	-5%[38.3 µM]	-11%	9%
9) COc1cccc(C2=NOC(C(=O)Nc3cccnc3Cl)C2)c1 (configuration not stated)
  0%	-3%	-6%	2%	1%	?	-8%
10) COc1ccc(C(=O)/C=C/c2ccc(C)cc2)c(OC(=O)c2ccc([N+](=O)[O-])cc2)c1
  0%	3%	10%	-3%	12%	-19%[10 µM]	-3%
11) CCc1nnc(NC(=O)CSc2nc(-c3ccc(F)cc3)cc(-c3ccccc3)c2C#N)s1
  -3%	-7%	.	14%	.	-5%[10 µM]	-18%
12) Cc1ccc(NC(=O)N2CCSc3ccccc32)cc1
  -3%	7%	1%	0%	-2%	-31%	6%
13) COC(=O)c1ccc([C@@H]2C[C@H]3CN(Cc4cccnc4)C(=O)[C@]34CCCN24)cc1
  -2%	-7%	18%	-6%	11%	0%[10 µM]	-11%[9.22 µM]
14) CC(=O)Nc1ccc(S(=O)(=O)Oc2ccc(C=O)cc2)cc1
  6%	3%	5%	4%	-2%	.	32%
15) COC(=O)C1=C(C)N(C)C(=O)/C1=C\c1cccs1
  -14%	-4%	-5%	-6%	15%	-2%[10 µM]	8%
16) COc1ccc(N2CCN(C(=O)CSc3nnc(Cn4nnc5ccccc54)n3C)CC2)cc1
  -1%	-7%	13%	0%	20%[38.3 µM]	13%	1%
17) CCOc1ccc(NC(=O)CN2CCN(CC(=O)Nc3cccc(F)c3)CC2)cc1
  -8%	-5%	7%	0%	25%[38.3 µM]	8%	2%
18) COc1cc2c3nnc(-c4ccccc4)c-3cn(Cc3ccc(F)cc3)c2cc1OC
  -9%	7%	0%	-3%	30%	-44%	16%
19) CCOc1ccccc1Nc1ccc(C(=O)O)cc1NC(C)=O
  -3%	-4%	0%	-17%	38%[38.3 µM]	15%	-9%
20) CCCCN1C(=O)C(NC(=O)c2cccnc2)(C(F)(F)F)C2=C1CC(C)(C)CC2=O (configuration not stated)
  -1%	0%	-6%	1%	-21%[38.3 µM]	-20%	1%
21) Cc1ccc(-c2nc(CN(Cc3cnn(C)c3)C(C)C)c(C)o2)o1
  0%	5%	15%	0%	3%	1%[10 µM]	7%[9.22 µM]
22) Cc1csc(NC(=O)c2cccs2)n1
  -8%	-10%	2%	2%	13%[38.3 µM]	-21%	-22%
23) C/C(Cc1ccccc1)=N\NC(=O)CNC(=O)COc1cccc(C)c1
  .	-22%	4%	-4%	.	23%[10 µM]	4%[9.22 µM]
24) CCOc1cc(-c2ccccc2)nc(N)n1
  -5%	2%	7%	-1%	-8%[38.3 µM]	-1%	-6%
25) CCOC(=O)/C(=N\Nc1ccc(Br)cc1)N1CCN(c2ccccc2OC)CC1
  -4%	8%	2%	?	9%	-20%	6%
26) CN(C)S(=O)(=O)c1ccc(=S)[nH]c1
  5%	5%	-2%	5%	4%	-7%	3%
27) O=C(COc1ccc(/C=N/NS(=O)(=O)c2ccccc2)cc1)Nc1ccc(F)cc1
  -1%	4%	.	4%	.	-33%	12%
28) Cc1nn(Cc2ccc(Cl)cc2)c(C)c1NC(=O)/C=C/c1cnn(C)c1
  1%	0%	-3%	-6%	0%	.	-3%
29) Cc1nc(CSc2ccc(Cl)cc2)cc(N2CC(C)OC(C)C2)n1 (configuration not stated)
  4%	4%	6%	5%	6%	-20%	16%
30) COCCNc1nc(SCc2ccccc2)nc2sc3c(c12)CCC3
  -12%	-2%	-1%	-10%	0%[38.3 µM]	-36%	-27%
31) C[C@H](CO)NC(=O)[C@H](C)[C@H]1C[C@]1(C)[C@H](NC(=O)OCc1ccccc1)c1ccccc1
  1%	1%&-6%	1%&-9%	6%	-6%&3%	-41%[inhibitor]	3%
32) Cc1ccc(N(CC(O)CN2CCCC2)S(=O)(=O)c2ccc(C)cc2)cc1 (configuration not stated)
  -8%	2%	-5%	-5%	-1%[38.3 µM]	-15%	-12%
33) CC(C)(C)C1C/C(=C/c2ccccn2)C(=O)/C(=C/c2ccccn2)C1 (configuration not stated)
  -1%	3%	3%	-2%	31%[activator]	-164%[inhibitor]	.
34) CC(=O)c1cc(CN2CCN(C(C)C)C(CCO)C2)cs1 (configuration not stated)
  1%	4%	7%	4%	.	-4%	-9%
35) O=C(Nc1ccc2c(c1)OCO2)c1ccc(NC2CC2)c([N+](=O)[O-])c1
  5%	-1%	3%	7%	-4%	-5%[1.9 µM]	9%
36) CCC(=O)Nc1sc2c(c1C#N)CC(C)(CC)OC2 (configuration not stated)
  3%	-3%	-7%	-1%	-16%[38.3 µM]	9%	8%
37) Cn1c(Cc2cccs2)nnc1SCC(=O)N1CCCc2ccccc21
  -5%	-5%	1%	0%	23%[38.3 µM]	7%	-8%
38) Nc1cc(=O)nc(SCC(=O)Nc2cccc3ccccc23)n1CCc1ccccc1
  7%	-16%	5%	4%	4%[38.3 µM]	?	0%
39) COc1ccc(CCCC(=O)Nc2ccc(F)cc2)cc1
  10%	-12%	-3%	13%	19%	-8%[10 µM]	3%
40) Cc1cc(C)c(S(=O)(=O)c2ccccc2C)c(OCCO)n1
  ?	3%	5%	-2%	-2%	-17%[10 µM]	10%
41) Cn1cccc1C(=O)N1CCC2(CC1)CCN(c1ncccn1)CC2
  .	-10%	12%	.	14%	-61%[inhibitor]	.
42) CCOC(=O)c1cc2sccc2n1CCCN1C(=O)c2ccccc2C1=O
  -4%	-5%	4%	-4%	14%[38.3 µM]	-4%	?
43) COc1cccc(OC)c1C(=O)Nc1ccccc1N1CCCC1
  -6%	-5%	5%	?	26%[38.3 µM]	-9%[0.074 µM]	2%
44) CC(=O)N1CCN(c2nc(-c3ccco3)c3c(c2C#N)CC(C)(C)SC3)CC1
  14%	0%	8%	8%	-4%[38.3 µM]	-52%[inhibitor]	13µM*
45) CN(N)c1nc(-c2ccccc2)nnc1C(F)(F)F
  -3%	-7%	-6%	-12%	-3%[38.3 µM]	-3%	-10%
46) COc1ccc(CNC(=O)CN(CCC(C)C)S(=O)(=O)c2ccc3c(c2)OCCO3)cc1
  -14%	-3%	17%	-5%	4%	20%[10 µM]	?
47) O=C(NCCCN1CCCC1=O)c1cccc(Oc2ccccc2)c1
  8%	1%	-1%	20%	-3%	8%	3%
48) Cc1ccc(S(=O)(=O)NCC(c2ccccc2)N2CCCCC2)cc1 (configuration not stated)
  0%[15.4 µM]	3%	2%	-3%	.	6%[10 µM]	-17%[9.22 µM]
49) O=C(Oc1cccc([N+](=O)[O-])c1)N1CCCCC1
  -2%	8%	4%	-2%	9%	.	4%
50) COc1ccc2nc3c(c(-c4ccccc4)c2c1)CCC3
  -4%	-3%&3%	4%&12%	2%	20%&7%	-64%[inhibitor]	-14%
51) CC(C)Cn1c2ccccc2c2cc(C(=O)O)ccc21
  -1%	-9%	1%	-9%	34%[38.3 µM]	-29%	4%
52) O=C(O)CN1C(=O)NC2NC(=O)NC21 (configuration not stated)
  1%	0%	8%	-1%	11%[38.3 µM]	-23%[10 µM]	9%
53) CC(=O)Nc1cccc(-c2cn3ccc(C)cc3n2)c1
  7%	0%	12%	7%	15%	-35%[10 µM]	0%[9.22 µM]
54) O=C(CSCc1cccc(Br)c1)N=Nc1c(O)[nH]c2ccccc12
  -1%	-3%	150%[activator]	3%	-4%[38.3 µM]	-13%	-1%

# A draw from above in order of formula weight, low to high:
# Results follow in this order: GAA inh	aGlu spleen mod	RGS12 GoLoco inh	GAA glycogen mod	IMPase Li cell	HTT cytoprotect	HTT aggregate
52) O=C(O)CN1C(=O)NC2NC(=O)NC21 (configuration not stated)
  1%	0%	8%	-1%	11%[38.3 µM]	-23%[10 µM]	9%
53) CC(=O)Nc1cccc(-c2cn3ccc(C)cc3n2)c1
  7%	0%	12%	7%	15%	-35%[10 µM]	0%[9.22 µM]
51) CC(C)Cn1c2ccccc2c2cc(C(=O)O)ccc21
  -1%	-9%	1%	-9%	34%[38.3 µM]	-29%	4%
47) O=C(NCCCN1CCCC1=O)c1cccc(Oc2ccccc2)c1
  8%	1%	-1%	20%	-3%	8%	3%
48) Cc1ccc(S(=O)(=O)NCC(c2ccccc2)N2CCCCC2)cc1 (configuration not stated)
  0%[15.4 µM]	3%	2%	-3%	.	6%[10 µM]	-17%[9.22 µM]
54) O=C(CSCc1cccc(Br)c1)N=Nc1c(O)[nH]c2ccccc12
  -1%	-3%	150%[activator]	3%	-4%[38.3 µM]	-13%	-1%

# These rows are one share of the data, so the mix of outcomes need not match the whole.
